Source: PubChem (National Center for Advancing Translational Sciences (NCATS))
TRHR PAM = qHTS for Small Molecule Agonists and Allosteric Enhancers of Human TRH Receptor: Primary Screen for Enhancers. TRHR cells, fluo-8 calcium fluorescence, EC20 TRH enhancement. enhancement, % at 2 µM. hit rate 0.66% among 360,000. Thyrotropin-releasing hormone receptor (Homo sapiens), P34981; in the data active = enhancement above about 30%; note: 0% is about no effect
Target sequence (P34981 whole entry, looked up): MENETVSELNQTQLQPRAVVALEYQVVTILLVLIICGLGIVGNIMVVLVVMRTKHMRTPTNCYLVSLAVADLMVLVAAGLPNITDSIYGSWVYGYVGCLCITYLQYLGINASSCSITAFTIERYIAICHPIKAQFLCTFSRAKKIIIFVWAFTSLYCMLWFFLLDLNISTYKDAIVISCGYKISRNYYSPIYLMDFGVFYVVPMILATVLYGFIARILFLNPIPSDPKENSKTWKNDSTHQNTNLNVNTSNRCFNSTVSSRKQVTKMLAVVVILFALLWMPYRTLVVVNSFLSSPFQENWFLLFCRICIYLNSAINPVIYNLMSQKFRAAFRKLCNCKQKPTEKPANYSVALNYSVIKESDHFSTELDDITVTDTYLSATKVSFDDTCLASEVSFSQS
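Enhancer read-out: after compound pinning and an initial kinetic agonist-mode read, an EC20 of TRH (10 nM final) was injected and fluo-8 calcium signal (Ex 480/Em 530) followed at 1 s/cycle for 100 cycles in TRHR-expressing cells.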
D2 antag = HTS Assay for Allosteric Antagonists of the Human D2 Dopamine Receptor: Primary Screen for Antagonists. HEK293 TREx D2 cells, calcium flux, dopamine EC80. inhibition, % at 10 µM. hit rate 2% among 340,000; in the data active = inhibition above about 30%; note: 0% is about no effect
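Overnight-induced (tetracycline, 30 C) HEK293 T-REx cells carrying force-coupled D2 receive a no-wash calcium dye, then compound, then EC80 dopamine at 180 s; signals are read kinetically throughout.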
D1 PAM = Potentiators of Human D1 Dopamine Receptor: qHTS | D(1A) dopamine receptor (Homo sapiens), P21728 | HEK293 TREx D1 cells, calcium flux, dopamine EC20 potentiation | potentiation, % at 10 µM | hit rate 0.036% among 360,000 | AID 504651, 2011; in the data active = potentiation above about 30%; note: 0% is about no effect
Target sequence (P21728 whole entry, looked up): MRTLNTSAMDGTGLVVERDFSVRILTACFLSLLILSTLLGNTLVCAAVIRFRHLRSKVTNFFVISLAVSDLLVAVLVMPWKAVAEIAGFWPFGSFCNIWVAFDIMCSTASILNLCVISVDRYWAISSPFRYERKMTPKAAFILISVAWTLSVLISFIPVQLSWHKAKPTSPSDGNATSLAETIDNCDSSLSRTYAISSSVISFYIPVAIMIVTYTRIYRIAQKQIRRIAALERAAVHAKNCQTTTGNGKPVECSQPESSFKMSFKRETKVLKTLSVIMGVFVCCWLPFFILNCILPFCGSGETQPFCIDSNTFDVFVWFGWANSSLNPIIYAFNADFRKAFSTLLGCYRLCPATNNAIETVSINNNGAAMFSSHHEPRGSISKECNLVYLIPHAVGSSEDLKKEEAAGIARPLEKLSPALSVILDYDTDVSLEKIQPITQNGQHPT
D1 ag = Allosteric Agonists of the Human D1 Dopamine Receptor: qHTS; HEK293 T-REx D1 cells, calcium flux, agonist mode; activation, % at 2 µM; hit rate 1% among 360,000; note: 0% is about no effect
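Tetracycline-induced HEK293 TREx D1 cells, force-coupled to calcium signalling, were dye-loaded with a no-wash calcium kit. Compound was pin-added after a 10 s baseline. Fluorescence was read kinetically at 1 cycle/s for 180 s, with calcium rises flagged as agonism.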
D1 antag = Antagonist of Human D 1 Dopamine Receptor: qHTS | D(1A) dopamine receptor (Homo sapiens), P21728 | HEK293 TREx D1 cells, calcium flux, dopamine EC80; hits give low values | activity change, negative = inhibition, % at 10 µM | hit rate 3.2% among 360,000 | AID 504652, 2011; in the data active = activity change below about -30%; note: % is set by controls: 0 for no effect and ±100 for the full control effect
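Kinetic fluorescence of a calcium dye serves as the read-out. D1-expressing Hek293 Trex cells, induced overnight at 30 C, are exposed to compound for 180 s before an EC80 dopamine addition, then read 180 s further.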
RXFP1 antag = qHTS Assay for Antagonists of the Relaxin Receptor RXFP1 | HEK293-RXFP1, relaxin-stimulated cAMP HTRF, 30 min; hits give low values | activity change, negative = inhibition, % at 57.5 µM | hit rate 0.59% among 350,000 | AID 1259400, 2018;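 active = activity change of -60% or lower, but not beyond a set lower limit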; note: % is set by controls: 0 for no effect and ±100 for the full control effect
TRHR ag = qHTS for Small Molecule Agonists and Allosteric Enhancers of Human TRH Receptor: Primary Screen for Agonists; Thyrotropin-releasing hormone receptor (Homo sapiens), P34981; TRHR cells, calcium flux fluo-8, FDSS agonist mode; activation, % at 2 µM; hit rate 0.18% among 360,000; note: 0% is about no effect
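Agonist-mode FDSS calcium read (Ex 480/Em 530, 1 s cycles) in 1536-well TRHR cells with fluo-8 dye, after 10-cycle baseline and 23 nL compound addition; TRH at EC20 (10 nM final) added afterwards for the enhancer phase.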
D2 potentiator = HTS Assay for Positive Allosteric Modulators of the Human D2 Dopamine Receptor: Primary Screen for Potentiators | AID 485347, 2010 | hit rate 0.34% among 340,000 | HEK293 T-REx D2, calcium flux, EC20 dopamine potentiation | potentiation, % at 10 µM;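 active = potentiation over 3 SD above the plate norm, cut at about 30% in these data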; note: 0% is about no effect
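Cells plated with tetracycline inducer and held overnight at 30 C; calcium dye loaded 30–90 min at room temperature; baseline taken, compound added and read 180 s; EC20 dopamine then added and read 180 s.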
D2 agonist = HTS Assay for Allosteric Agonists of the Human D2 Dopamine Receptor: Primary Screen for Agonists | HEK293 T-REx D2 cells, calcium flux agonist mode | hit rate 0.53% among 340,000 | AID 485358, 2010 | activation, % at 2 µM | D(2) dopamine receptor (Homo sapiens), P14416;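 active = activation over 3 SD above normal in the single-dose calcium agonist read, cut at about 30% in these data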; note: 0% is about no effect
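Tetracycline-induced HEK293 Trex cells with D2 receptor force-coupled to calcium signaling, plated overnight at 30 C and loaded with no-wash calcium dye. Calcium flux read kinetically for 180 s after compound addition; responses flag agonists.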
* hit, by the source's call; x = no result given; & = joins results of further samples. Cut-off read from the data, not from the text of the source, unless noted: active = activation above about 30%; inactive = the rest. Compounds were not picked by outcome (roughly 7.3% active in at least one column).

#	SMILES	TRHR PAM	D2 antag	D1 PAM	D1 ag	D1 antag
1	COc1cc(NC(=O)c2ccccc2Cl)c2ncccc2c1	-4	-12	0	10	-17
2	Cc1oc(-c2cccc(Cl)c2)nc1CN1CCC(C(=O)NCc2cccnc2)CC1	6	-11	-5	3	-14
3	O=C1c2ccccc2C(=O)N1c1cccc2ccccc12	9	x	1	3	2
4	O=[N+]([O-])c1cc(C=Nc2cccc3c(O)cccc23)ccc1Cl	-1	-5	x	4	13
5	O=C(COC(=O)Cc1n[nH]c(=O)c2ccccc12)Nc1ccc(Cl)cc1F	-3	3	-7	3	2
6	Cc1cccc(N2CCN(C(=O)c3ccc(Cl)c(NC4=NC5CS(=O)(=O)CC5S4)c3)CC2C)c1 (stereo unspecified)	3	8	2	4	23
7	Cc1cc(C(=O)CSc2cccc[n+]2[O-])c(C)n1-c1ccccc1	-1	-17	1	4	x
8	CCCCN(CC)Cc1ccc(CNC(=O)Nc2ccc(F)cc2)o1	7	-21	-3	5	-1
9	Cc1ccc(C(=O)Nc2ccc3nc(C)sc3c2)s1	9	11	-2	1	-4
10	COc1ccc2oc(C(=O)OCC(=O)NCc3ccco3)c(C)c2c1	24	-4	-10	-1	-4

#	RXFP1 antag	TRHR ag	D2 potentiator	D2 agonist
1	0	0.4	-10	-0.3
2	2	-0.1	-6	0.3
3	-1	-0.1	-7	x
4	x	1.0	4	1.2
5	8	0.7	2	2.7
6	2	-0.6	-3	-0.4
7	-23	-1.2	0	-0.8
8	-4	0.6	0	0.2
9	0	0.0	-2	-0.3
10	1	-0.3	-3	0.0

Four records picked at random from the list so far:
#	SMILES	TRHR PAM	D2 antag	D1 PAM	D1 ag	D1 antag
4	O=[N+]([O-])c1cc(C=Nc2cccc3c(O)cccc23)ccc1Cl	-1	-5	x	4	13
6	Cc1cccc(N2CCN(C(=O)c3ccc(Cl)c(NC4=NC5CS(=O)(=O)CC5S4)c3)CC2C)c1 (stereo unspecified)	3	8	2	4	23
3	O=C1c2ccccc2C(=O)N1c1cccc2ccccc12	9	x	1	3	2
8	CCCCN(CC)Cc1ccc(CNC(=O)Nc2ccc(F)cc2)o1	7	-21	-3	5	-1

#	RXFP1 antag	TRHR ag	D2 potentiator	D2 agonist
4	x	1.0	4	1.2
6	2	-0.6	-3	-0.4
3	-1	-0.1	-7	x
8	-4	0.6	0	0.2

Continuation.
#	SMILES	TRHR PAM	D2 antag	D1 PAM	D1 ag	D1 antag
11	COc1ccc(NC(=S)NC(=O)c2cccnc2)cc1	-2	-1	-4	-2	12
12	CCC(NC(=O)Nc1cc(OC)c(OC)c(OC)c1)(C(F)(F)F)C(F)(F)F	4	-2	-1	2	6
13	CCOc1ccc(N2C(=O)CSC2c2ccncc2)cc1 (stereo unspecified)	7	-21	-4	2	-4
14	COc1ccc(/C(C)=N\NS(=O)(=O)c2ccccc2)cc1OC	-3	10	-2	3	9
15	O=S(=O)(Cc1ccccc1)N1CCn2c(nc3ccccc32)C1	6	11	0	1	0
16	CCOc1ccc(-n2c(SCC(=O)Nc3ccc(OC)cc3)nc3sc4c(c3c2=O)CCN(C)C4)cc1	1	-3	-3	-1	6
17	O=C(CN1CCOCC1)Nc1ncc(Cc2ccccc2Cl)s1	3	-15	5	8	-3
18	N/C(Cc1ccc(Cl)cc1Cl)=N\OC(=O)Cc1ccccc1	-8	x	2	9	12
19	COc1ccc([C@H]2CC(=O)C=C(c3ccc(C(F)(F)F)c(C(F)(F)F)c3)C2)cc1OC	-4	-1	0	1	x
20	O=C(O)c1cc([N+](=O)[O-])c(N2CCCC2)c([N+](=O)[O-])c1	1	-1	-5	1	8

#	RXFP1 antag	TRHR ag	D2 potentiator	D2 agonist
11	-7	0.4	-6	1.2
12	-4	-0.8	6	0.5
13	7	-0.1	17	0.5
14	20	0.1	19	2.9
15	0	0.1	-6	-0.8
16	12	-0.2	-2	-0.3
17	3	-0.3	-1	-0.6
18	-5	-1.2	x	x
19	x	-0.3	6	0.1
20	0	-0.2	7	-0.3

(list continues)
#	SMILES	TRHR PAM	D2 antag	D1 PAM	D1 ag	D1 antag
21	COc1cc(/C=N/Nc2nc(C)cc(=O)[nH]2)cc(OC)c1O	-1	23	-2	1	15
22	Cn1c(SCC(=O)c2ccc3c(c2)Cc2ccccc2-3)nnc1-c1cccc(N)c1	10	-21	0	6	3
23	Cc1nnc(N)s1	-2	-15	-6	3	1
24	Cc1ccc(S(=O)(=O)N2CCCCC2)cc1NC(=O)CNC(C)c1ccc(Cl)c(Cl)c1 (stereo unspecified)	-1	-13	-5	4	3
25	CCC(Sc1ncccc1C(=O)Oc1ccccc1Cl)C(=O)Nc1ccccc1OC (stereo unspecified)	-1	x	3	0	3
26	Cc1cccc(N(C(=O)c2csnn2)C(C(=O)NC(C)(C)C)c2cccnc2)c1 (stereo unspecified)	-3	10	-1	2	-4
27	COC(=O)c1c(C)c(C)nc(N)c1C#N	-14	1	-4	4	8
28	Cc1ccc(S(=O)(=O)N2CCC(=O)N(C(COCc3ccc(C(F)(F)F)cc3)C(C)C)CC2)cc1 (stereo unspecified)	-4	7	-1	8	15
29	Cn1c(SCCS(=O)(=O)c2ccc(Cl)cc2)nnc1-c1ccccc1	-5	9	-7	5	-3
30	O=C(CCc1ccccc1)Nc1ccc(S(=O)(=O)Nc2nccs2)cc1	5	-1	-8	0	14

#	RXFP1 antag	TRHR ag	D2 potentiator	D2 agonist
21	-6	-2.1	-6	-0.4
22	-7	-0.7	12	-1.6
23	4	0.9	-13	-0.5
24	-1	1.9	-3	-1.0
25	-4	0.6	7	0.6
26	0	0.3	5	0.6
27	9	-0.3	3	-1.4
28	x	1.4	-6	1.6
29	-3	-0.6	16	-0.6
30	2	-0.2	x	4.2

Later entries:
#	SMILES	TRHR PAM	D2 antag	D1 PAM	D1 ag	D1 antag
31	Cc1cccc(CCNC(=O)CCc2c(C)nc3c4c(C)cc(C)nc4nn3c2C)c1	4	x	2	-2	8
32	Cc1ccc(C2SCC(=O)N2Cc2ccccc2)cc1 (stereo unspecified)	-6	2	-3	-1	16
33	CC(=O)c1ccc(NC(=S)N2CCCCCC2)cc1	0	14	-4	1	x
34	Cc1cc(NC(=O)c2ccc(Cl)c(S(=O)(=O)N3CCCCC3)c2)no1	0	-3	-1	11	-23
35	Cn1c(C(=O)O)c(CC(=O)Nc2ccc(F)cc2F)c2ccccc21	-2	2	-1	0	-50*
36	O=C(NCC1CCCO1)C(=O)NCC(c1ccco1)N1CCN(c2ccc(F)cc2)CC1 (stereo unspecified)	4	9	-9	5	10
37	COC(=O)c1[nH]c2ccc(C)cc2c1NS(=O)(=O)c1ccc(F)c(C)c1	7	-1	-5	6	0
38	Cc1ccc(NC(=O)Nc2nnc(SCC(=O)Nc3ccc(F)cc3F)s2)cc1	-1	x	-5	2	x
39	COc1cc([N+](=O)[O-])ccc1NC(=O)NN1CCN(C)CC1	3	21	-3	0	4
40	Cc1nn(-c2ccc(N3CCCCC3)nn2)c(C)c1CCC(=O)Nc1cc(F)ccc1F	0	-6	2	0	3

#	RXFP1 antag	TRHR ag	D2 potentiator	D2 agonist
31	-1	-1.6	14	-1.2
32	-7	-0.5	4	-0.7
33	-8	0.7	-5	0.4
34	-17	0.0	9	0.2
35	0	0.6	17	0.9
36	x	-0.1	5	1.6
37	-10	0.1	-3	0.1
38	-1	0.4	8	0.3
39	5	0.8	2	0.6
40	-3	-0.7	-9	0.1

(next part)
#	SMILES	TRHR PAM	D2 antag	D1 PAM	D1 ag	D1 antag
41	CC(C)CCN1CCN(C2CSCCSC2)CC1CCO (stereo unspecified)	9	-1	-7	10	-2
42	COc1ccc(CNC(=O)c2ccc(CS(=O)(=O)c3ccc(OC)cc3)o2)cc1	-4	x	-4	5	-25
43	C=CCOc1ccccc1/C=N/n1nnnc1N	-5	11	5	0	-19
44	CC1(c2ccc3ccccc3c2)NC(=O)N(CC(N)=O)C1=O (stereo unspecified)	12	-16	7	4	-2
45	CCc1nc(-c2ccc(-c3ccc(OC)cc3)nc2OC)no1	4	2	-5	4	2
46	CC(=O)c1c(O)cc(O)cc1CC(=O)O	5	2	-4	1	-58*
47	CC(C)(C)NC(=O)COC(=O)/C=C/c1ccccc1[N+](=O)[O-]	5	-7	-3	1	-2
48	COC(Cc1n[nH]c(=S)n1-c1ccccc1)OC	8	10	0	0	15
49	COc1cc(/C=C/C(=O)OCC(=O)Nc2ccc3c(c2)OCCO3)ccc1OCC#N	5	-5	-4	0	4
50	C=CCC1(NC(C)c2ccccc2)CCCCC1 (stereo unspecified)	2	x	0	2	-6

#	RXFP1 antag	TRHR ag	D2 potentiator	D2 agonist
41	0	-1.4	16	1.0
42	-1&6	-0.2	x	-0.1
43	-1	-2.0	-7	0.4
44	6	-0.2	0	1.2
45	-8	-0.6	-25	0.3
46	x	0.1	0	-0.4
47	0	-0.3	2	-1.9
48	12	0.7	5	0.8
49	x	0.6	-3	3.5
50	6	0.0	x	x

Remaining list, next part:
#	SMILES	TRHR PAM	D2 antag	D1 PAM	D1 ag	D1 antag
51	Cc1cc(C)n(CCC(=O)N/N=C/c2ccc(O)cc2O)n1	-1	x	6	9	3
52	CCCc1ccc(Oc2coc3cc(OCC(=O)Nc4ccccc4C)ccc3c2=O)cc1	-3	6	-8	5	-16
53	Cn1nc(C(=O)NNC(=O)COc2ccccc2)c2ccccc2c1=O	-10	8	1	0	-35*
54	O=C(O)CCC(=O)Nc1ccc(OCC2CCCO2)cc1 (stereo unspecified)	0	-10	-5	-2	-6
55	COCCCC1CCN(C(=O)C2CCC(=O)N(C3CCCC3)C2)CC1 (stereo unspecified)	3	x	-1	5	-8

#	RXFP1 antag	TRHR ag	D2 potentiator	D2 agonist
51	-7	0.4	x	x
52	-2	0.4	4	0.3
53	3	1.5	-13	-0.4
54	3	0.4	-2	1.6
55	1	0.3	-5	x

Record cards, as listed above.
`COCCCC1CCN(C(=O)C2CCC(=O)N(C3CCCC3)C2)CC1` (stereo unspecified) as listed: TRHR PAM: 3; D2 antag: x; D1 PAM: -1; D1 ag: 5; D1 antag: -8; RXFP1 antag: 1; TRHR ag: 0.3; D2 potentiator: -5; D2 agonist: x
`Cc1cc(C)n(CCC(=O)N/N=C/c2ccc(O)cc2O)n1` as listed: TRHR PAM: -1; D2 antag: x; D1 PAM: 6; D1 ag: 9; D1 antag: 3; RXFP1 antag: -7; TRHR ag: 0.4; D2 potentiator: x; D2 agonist: x
